# From PubChem BioAssay
# Pf Dd2 growth = blocks growth of Plasmodium falciparum Dd2 parasites. P. falciparum Dd2 growth, SYBR Green, 72 h; active compounds read low. activity change, % at 10 µM. AID 1159554. actives 2.3% (n = 94,000); in the data active = activity change below about -80%; inconclusive = no clear call, values can overlap the other calls
# KDM4C inh = blocks human GASC-1 (KDM4C) demethylase activity; actives 0.15% (n = 96,000); inhibition, % at 12.5 µM; Q9H3R0; AID 720574; GST-KDM4C 2-372, H3K9me3 peptide, LANCE TR-FRET;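 active = mean replicate inhibition above about 25%, with at least 55% of replicates also reaching it, limit read from the data, passing the limit was not always enough; inconclusive = only one of those two conditions met; inactive = neither condition met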
# Target sequence (Q9H3R0 2-372 limits assumed): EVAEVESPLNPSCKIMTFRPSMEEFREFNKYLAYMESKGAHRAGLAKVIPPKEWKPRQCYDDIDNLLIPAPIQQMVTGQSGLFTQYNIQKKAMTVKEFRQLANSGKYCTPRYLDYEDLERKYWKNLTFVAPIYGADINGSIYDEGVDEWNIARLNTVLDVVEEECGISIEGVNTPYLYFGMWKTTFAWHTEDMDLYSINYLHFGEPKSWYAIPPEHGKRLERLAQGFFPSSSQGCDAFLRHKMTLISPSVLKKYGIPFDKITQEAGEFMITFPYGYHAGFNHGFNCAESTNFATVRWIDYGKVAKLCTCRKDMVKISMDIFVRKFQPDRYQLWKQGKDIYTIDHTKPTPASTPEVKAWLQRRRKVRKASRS
#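 Material: N-terminal GST-fused human GASC-1 (KDM4C) fragment, residues 2-372. Input: 10 nM enzyme. Incubation: enzyme reaction 30 min, then detection 60 min, both room temperature. Doses: one test concentration per compound. Read-out basis: inhibition from TR-FRET ratio decrease. Detection: LANCE TR-FRET, excitation 340 nm, emissions 618 and 671 nm.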
# Tcruzi prolif = inhibitors of T. cruzi proliferation; AID 624255; T. cruzi beta-gal in NIH3T3, GalScreen luminescence, 90 h; inhibition, % at 8.34 µM; actives 5.9% (n = 77,000);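 active = mean inhibition above about 93%, with at least 55% of replicates each passing it, limit read from the data, passing the limit was not always enough; inconclusive = only one of those two conditions holds; inactive = neither condition holds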
# C diff HTS = blocks growth of Clostridium difficile; Clostridium difficile clinical isolate growth, OD600, 24 h; active compounds read low; growth activity, negative = inhibition, % at 16 µg/mL (by protocol); actives 0.25% (n = 86,000); AID 1259249;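 active = mean growth activity at or below -80% and every replicate also at or below -80%; inconclusive = mean at or below -80% but some replicate above -80%; inactive = mean growth activity above -80%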;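 note: 0% = DMSO wells and -100% = levofloxacin 16 µg/mL wells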
# Active calls of the source: *; ? = inconclusive; · = no result given; & = joins results of further samples.
SMILES,Pf Dd2 growth,KDM4C inh,Tcruzi prolif,C diff HTS
O=S(=O)(c1ccccc1)N1C[C@@H]2N[C@H](C1)C2c1ccc(-c2cccnc2)cc1 (some centres not stated),-56&-66,1.1&1.1,·,-4&-4
CC(C)NC(=O)N(C)C[C@@H]1OCCCC[C@H](C)Oc2ccc(N(C)C)cc2C(=O)N([C@H](C)CO)C[C@H]1C,5,7.9,16,-1
C[C@@H]1CN([C@H](C)CO)C(=O)c2cccc(NS(=O)(=O)c3cn(C)cn3)c2O[C@H]1CN(C)C(=O)Nc1ccc(F)cc1,-5,0.8,9,-6
Cc1noc(C)c1C(=O)N(C)C[C@@H]1OCc2ccccc2-c2c(n(C)c3ccccc23)C(=O)N([C@@H](C)CO)C[C@H]1C,2,-0.1,0,0
C[C@@H]1CN([C@@H](C)CO)C(=O)c2cc(NC(=O)CCN3CCOCC3)ccc2O[C@@H]1CN(C)S(=O)(=O)c1cccs1,27,-1.5,-98,0
CC(C)NC(=O)Nc1ccc2c(c1)C(=O)N([C@H](C)CO)C[C@@H](C)[C@H](CN(C)Cc1ccc(C(=O)O)cc1)OCCCC[C@@H](C)O2,6,2.9,17,-2
C[C@@H]1CN([C@@H](C)CO)C(=O)Cc2cc(NC(=O)Nc3ccc(F)cc3)ccc2O[C@@H]1CN(C)S(=O)(=O)c1ccccc1,-13,0.0,-65,-2
CNC[C@@H]1Oc2cc(Br)ccc2S(=O)(=O)N([C@H](C)CO)C[C@H]1C,-15&-17,0.1,·,-2&-3
COc1cccc(-c2ccc(C3[C@H]4CNC[C@@H]3N4Cc3cncnc3)cc2)c1 (some centres not stated),0,2.5,·,-1
CN1CCN(C(=O)C[C@H]2CC[C@H]3[C@@H](COC[C@H](O)CN3Cc3cccc(F)c3)O2)CC1,·,-0.5,46,2&-9
C[C@@H]1CN([C@@H](C)CO)S(=O)(=O)c2ccc(C#CCC3CCCC3)cc2O[C@H]1CN(C)C,-38,-1.6,54,26
C[C@@H]1CN([C@@H](C)CO)C(=O)c2cccc(NC(=O)Nc3ccc(F)cc3)c2O[C@@H]1CN(C)Cc1ccc(C(=O)Nc2ccccc2N)cc1,-92*,-0.6,·,31
Cc1ccc(S(=O)(=O)N(C)C[C@H]2Oc3ccc(NC(=O)Nc4ccc5c(c4)OCO5)cc3C(=O)N([C@H](C)CO)C[C@H]2C)cc1,21,2.9,11,15
C[C@@H]1CN([C@H](C)CO)S(=O)(=O)c2ccc(C3=CCCC3)cc2O[C@@H]1CN(C)Cc1cncnc1,7,0.3,23,2
CC(C)NC(=O)N(C)C[C@@H]1Oc2ccc(NC(=O)Nc3ccc4c(c3)OCO4)cc2C(=O)N([C@H](C)CO)C[C@H]1C,-3,-0.8,11,·
O=C(C[C@H]1CC[C@H]2[C@@H](COC[C@@H](O)CN2Cc2cc(F)ccc2F)O1)N1CCc2ccccc2C1,-7,1.5,32,13&7
CC(C)NC(=O)N(C)C[C@@H]1OCCCC[C@H](C)Oc2ccc(NC(=O)Nc3ccccc3)cc2C(=O)N([C@@H](C)CO)C[C@H]1C,-30,-1.6,-61,1
O=C(C[C@@H]1C=C[C@H](NS(=O)(=O)c2ccc(F)cc2)[C@@H](CO)O1)NCc1ccccc1F,14,-2.6,·,-6
C/C=C/c1ccc2c(c1)[C@H]1[C@H](CCN1C(=O)Cc1cccnc1)[C@@H](CO)N2C,9,3.6,95,4
C[C@H]1CN([C@@H](C)CO)C(=O)c2cccc(NC(=O)c3cnccn3)c2O[C@H]1CN(C)Cc1ccc(C(F)(F)F)cc1,-34,0.9,51,5

# Arranged by the number under Pf Dd2 growth (ascending): some entries from above.
compound	Pf Dd2 growth
C[C@H]1CN([C@@H](C)CO)C(=O)c2cccc(NC(=O)c3cnccn3)c2O[C@H]1CN(C)Cc1ccc(C(F)(F)F)cc1	-34
CC(C)NC(=O)N(C)C[C@@H]1Oc2ccc(NC(=O)Nc3ccc4c(c3)OCO4)cc2C(=O)N([C@H](C)CO)C[C@H]1C	-3
CC(C)NC(=O)N(C)C[C@@H]1OCCCC[C@H](C)Oc2ccc(N(C)C)cc2C(=O)N([C@H](C)CO)C[C@H]1C	5
C[C@@H]1CN([C@H](C)CO)S(=O)(=O)c2ccc(C3=CCCC3)cc2O[C@@H]1CN(C)Cc1cncnc1	7
C/C=C/c1ccc2c(c1)[C@H]1[C@H](CCN1C(=O)Cc1cccnc1)[C@@H](CO)N2C	9

# Continuation:
SMILES,Pf Dd2 growth,KDM4C inh,Tcruzi prolif,C diff HTS
Cc1ccc(S(=O)(=O)N[C@H]2CC[C@@H](CC(=O)NC3CCCCC3)O[C@@H]2CO)cc1,3,0.1,-18,2
COc1ccc(NC(=O)Nc2ccc3c(c2)C(=O)N([C@H](C)CO)C[C@H](C)[C@@H](CN(C)S(=O)(=O)c2c(C)noc2C)OCCCC[C@H](C)O3)cc1,-37,-3.1,-121,-1
CN(C)CC(=O)N[C@@H]1CC[C@@H](CCNC(=O)C2CCC2)O[C@@H]1CO,5,5.2,·,-2
C[C@H](CO)N1C[C@H](C)[C@H](CN(C)Cc2ccc(C(=O)O)cc2)Oc2ncc(C3=CCCC3)cc2C1=O,13,1.8,-183,-2
C[C@H](CO)N1C[C@H](C)[C@H](CN(C)S(=O)(=O)c2ccc(Cl)cc2)Oc2ccc(NC(=O)c3ccncc3)cc2C1=O,6,-0.2,40,-4
Cc1ccc(S(=O)(=O)N(C)C[C@H]2OCCCC[C@H](C)Oc3ccc(NS(=O)(=O)c4ccccc4)cc3C(=O)N([C@H](C)CO)C[C@@H]2C)cc1,-56,-1.1,99,4
C[C@H](O)C#Cc1cnc2c(c1)C(=O)N([C@H](C)CO)C[C@H](C)[C@@H](CN(C)Cc1ccccn1)O2,18,0.8,19,0
Cc1noc(C)c1S(=O)(=O)Nc1ccc2c(c1)C(=O)N([C@@H](C)CO)C[C@H](C)[C@H](CN(C)S(=O)(=O)c1cccs1)OCCCC[C@@H](C)O2,-30,-0.5,53,·
COCC(=O)N1CCC2(CC1)CN(Cc1ccccc1Cl)[C@H](CO)c1[nH]c3cc(OC)ccc3c12,-83*,-1.5,·,-3
C[C@@H]1CN([C@H](C)CO)C(=O)c2cccc(NC(=O)c3ccncc3)c2O[C@H]1CN(C)C(=O)Nc1ccc(F)cc1,8,-0.5,29,0
COc1cccc(-c2ccc([C@H]3[C@@H](CO)N4C(=O)CN(C(=O)NC(C)C)C[C@@H]34)cc2)c1,-10,-2.3,·,-1
C[C@@H]1CN([C@@H](C)CO)C(=O)c2cccc(NS(C)(=O)=O)c2O[C@H]1CN(C)S(=O)(=O)c1ccc(Cl)cc1,5,1.9,3,-5
COc1cccc(NC(=O)Nc2ccc3c(c2)OC[C@@H](C)NC[C@H](C)[C@@H](OC)CN(C)C3=O)c1,-29,0.1,-18,-2
C[C@@H]1CCCCO[C@@H](CN(C)Cc2ccc3c(c2)OCO3)[C@H](C)CN([C@H](C)CO)C(=O)c2cc(NS(=O)(=O)c3ccc(Cl)cc3)ccc2O1,-51,-1.1,86,·
CCCN1[C@@H]2Cn3c(ccc(-c4ccccc4OC)c3=O)[C@H]1[C@@H](C(=O)NCc1ccccn1)[C@@H]2CO,·,0.0,72,-2
O=C(Nc1ccc(C(F)(F)F)cc1)N[C@@H]1CC[C@@H](CCn2cc(C3(O)CCCC3)nn2)O[C@@H]1CO,-55,3.1,17,3
CC(C)NC(=O)Nc1cccc2c1O[C@H](CN(C)S(=O)(=O)c1cn(C)cn1)[C@@H](C)CN([C@H](C)CO)C2=O,39,·,-67,-3
O=C([C@H]1[C@H](CO)[C@H]2Cn3c(cccc3=O)[C@@H]1N2C(=O)CC1CC1)N1CCc2ccccc2C1,16,8.9,·,0
COc1ccc(S(=O)(=O)N[C@@H]2CC[C@H](CCNC(=O)CN3CCOCC3)O[C@@H]2CO)cc1,-3,-0.5,-17,-6
COCCNC(=O)[C@H]1[C@H](CO)[C@H]2Cn3c(ccc(C4=CCCCC4)c3=O)[C@@H]1N2C(=O)C1CC1,17,1.5,92,1

# 4 entries drawn at random from those above, as already listed:
SMILES,Pf Dd2 growth,KDM4C inh,Tcruzi prolif,C diff HTS
Cc1ccc(S(=O)(=O)N[C@H]2CC[C@@H](CC(=O)NC3CCCCC3)O[C@@H]2CO)cc1,3,0.1,-18,2
Cc1noc(C)c1S(=O)(=O)Nc1ccc2c(c1)C(=O)N([C@@H](C)CO)C[C@H](C)[C@H](CN(C)S(=O)(=O)c1cccs1)OCCCC[C@@H](C)O2,-30,-0.5,53,·
COCCNC(=O)[C@H]1[C@H](CO)[C@H]2Cn3c(ccc(C4=CCCCC4)c3=O)[C@@H]1N2C(=O)C1CC1,17,1.5,92,1
COc1ccc(NC(=O)Nc2ccc3c(c2)C(=O)N([C@H](C)CO)C[C@H](C)[C@@H](CN(C)S(=O)(=O)c2c(C)noc2C)OCCCC[C@H](C)O3)cc1,-37,-3.1,-121,-1

# Records above marked active in Pf Dd2 growth:
SMILES,Pf Dd2 growth,KDM4C inh,C diff HTS
C[C@@H]1CN([C@@H](C)CO)C(=O)c2cccc(NC(=O)Nc3ccc(F)cc3)c2O[C@@H]1CN(C)Cc1ccc(C(=O)Nc2ccccc2N)cc1,-92*,-0.6,31
COCC(=O)N1CCC2(CC1)CN(Cc1ccccc1Cl)[C@H](CO)c1[nH]c3cc(OC)ccc3c12,-83*,-1.5,-3

# The main list resumes with the two entries that preceded the break.
SMILES,Pf Dd2 growth,KDM4C inh,Tcruzi prolif,C diff HTS
COc1ccc(S(=O)(=O)N[C@@H]2CC[C@H](CCNC(=O)CN3CCOCC3)O[C@@H]2CO)cc1,-3,-0.5,-17,-6
COCCNC(=O)[C@H]1[C@H](CO)[C@H]2Cn3c(ccc(C4=CCCCC4)c3=O)[C@@H]1N2C(=O)C1CC1,17,1.5,92,1
CCCC#Cc1ccc2c(c1)O[C@@H](CN(C)S(=O)(=O)c1cccc(F)c1)[C@H](C)CN([C@H](C)CO)S2(=O)=O,-22,-1.9,123*,4
CNC[C@@H]1OCCCC[C@@H](C)Oc2ccc(NC(=O)Cc3ccccc3)cc2C(=O)N([C@H](C)CO)C[C@@H]1C,·,-0.9,-12,1
O=S(=O)(c1ccc(F)cc1)N1CCCCN2[C@@H](CO)[C@H](c3ccc(C#CC4CC4)cc3)[C@@H]2C1,-29,1.2,?,19
COc1ccc(C#Cc2ccc3c(c2)[C@@H]2[C@@H](CCN2S(=O)(=O)c2ccc(OC)cc2)[C@H](CO)N3C)cc1,-39,-2.7,16,-6
C[C@H]1CN([C@@H](C)CO)C(=O)CCCn2nncc2CO[C@@H]1CN(C)C(=O)c1ccc2ccn(C)c2c1,-1,·,15,-2
COc1cccc(C(=O)Nc2ccc3c(c2)C(=O)N(C)C[C@@H](OC)[C@H](C)CN(CC2CC2)[C@H](C)CO3)c1,12,2.2,23,·
O=C(C[C@@H]1CC[C@@H]2[C@H](COC[C@H](O)CN2Cc2cccc(Cl)c2)O1)N1CCOCC1,3,0.1,-13,·
O=C(C1CC1)N1CCCCN2[C@@H](CO)[C@@H](c3ccc(C#CC4(O)CCCC4)cc3)[C@@H]2C1,26,·,14,-3
C[C@@H]1CN([C@H](C)CO)C(=O)c2cc(NC(=O)CCCN(C)C)ccc2O[C@@H](C)CCCCO[C@@H]1CN(C)Cc1ccncc1,-29,8.4,15,-1
CCCN(C)C[C@@H]1Oc2ncc(C#Cc3ccc(OC)cc3)cc2C(=O)N([C@@H](C)CO)C[C@@H]1C,?,-0.8,·,4
COc1ccc(CN(C)C[C@H]2Oc3ccc(NS(=O)(=O)c4cccs4)cc3C(=O)N([C@H](C)CO)C[C@@H]2C)cc1,2,-1.4,-5,-3
O=C(N[C@H]1CC[C@@H](CCNS(=O)(=O)c2cccc(Cl)c2)O[C@H]1CO)c1ccccc1,15,1.2,18,-4
Cc1ccc(S(=O)(=O)Nc2ccc3c(c2)CC(=O)N([C@@H](C)CO)C[C@H](C)[C@H](CN(C)S(=O)(=O)c2cn(C)cn2)O3)cc1,27,-2.4,10,1
